aDG glyco act: alpha-DG glycosylation activation; activation, % at 10 µM; Pro5-aDG cells, alpha-DG glycosylation AlphaScreen (IIH6); 0% Pro5, 100% B10-LARGE cell signal; 360,000 tested, 0.22% active;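 active = activation of at least 8% versus controls, or a plate z-score of at least 8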;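 also: Pro5 are CHO cells carrying HIG-tagged alpha-DG that lacks glycosylation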
N-glyco inh: N-linked glycosylation inhibition; D54 ERlucT glycosylation luciferase reporter, 24 h; percent of 100 nM tunicamycin response; reporter increase, % at 12.5 µM; 360,000 tested, 0.23% active;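 active = mean luciferase reporter signal, scaled so untreated is 0 and the glycosylation-blocking control 100, at or above a set limit in every replicate; inconclusive = mean reaches the limit but not every replicate does; inactive = mean below the limit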;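 also: luciferase carries N-glycosylation sites so blocking glycosylation raises the light; 0% = median of neutral control wells and 100% = median of 100 nM tunicamycin wells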
Cardio protect: myocardial damage modulation in H9c2 cells | H9c2 cardiomyocytes, H2O2 injury protection, ATPLite, 2 h | protection from H2O2 cell death, % at 20 µM | 360,000 tested, 0.63% active;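 active = compounds giving at least 50% protection of heart cells from peroxide-induced death in the single-dose screen, raw or plate-pattern-corrected value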;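 also: 0% = DMSO wells with peroxide and 100% = DMSO wells without peroxide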
HTR2A ag: activates the mouse 5-HT2A serotonin receptor; CHO-K1 mHTR2A beta-arrestin complementation, luminescence; percent of 30 µM serotonin response; activation, % at 7.6 µM; 360,000 tested, 0.66% active; P35363;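 active = activation above a run cutoff, the mean activation of all tested compounds plus 3 SD, cut at about 14% in these data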;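 also: 0% = plate median of compound wells and 100% = 30 µM serotonin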
MC4R antag cAMP: antagonists of human melanocortin 4 receptor (MC4R). P32245. MC4R-expressing cells, MTII-stimulated cAMP, LANCE TR-FRET. inhibition, % at 6.5 µM. 360,000 tested, 0.48% active. AID 540295;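 active = inhibition above its plate's cutoff, the mean of tested wells on that plate plus 3 SD, cut at about 29% in these data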;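 also: 0% = Melanotan II alone and 100% = Melanotan II plus saturating MCL0020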
Target sequence (P32245 whole entry, looked up): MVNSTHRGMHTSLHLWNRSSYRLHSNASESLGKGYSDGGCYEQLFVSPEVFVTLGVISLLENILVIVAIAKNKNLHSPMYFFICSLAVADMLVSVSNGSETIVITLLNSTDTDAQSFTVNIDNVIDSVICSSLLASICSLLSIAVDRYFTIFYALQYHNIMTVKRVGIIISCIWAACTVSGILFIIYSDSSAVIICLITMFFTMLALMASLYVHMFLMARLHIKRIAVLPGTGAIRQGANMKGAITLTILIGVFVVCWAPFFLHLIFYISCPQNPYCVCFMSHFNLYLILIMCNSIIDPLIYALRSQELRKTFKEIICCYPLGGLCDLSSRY
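System: U2OS cells stably expressing human melanocortin 4 receptor (MC4R). Reagent: Melanotan II challenge after compound preincubation. Doses: 6.5 µM. Times: 30-min compound, 1-h challenge, 1-h detection, room temperature. Measured by: TR-FRET with Eu-cAMP and labeled anti-cAMP, 671 nm. Replicates: singlicate.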
ABCB6 inh 2: blocks the human ABCB6 transporter | AID 602162 | K562-ABCB6 porphyrin accumulation, flow cytometry, 1 h; stronger effect = lower value | fluorescence ratio to DMSO, % at 10 µM | 360,000 tested, 0.19% active;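 active = fluorescence ratio to DMSO below 75%, the collection mean minus 3 SD; inconclusive = too few cells collected in the well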;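 also: signal is porphyrin accumulated inside mitochondria; 100% equals median channel fluorescence of DMSO control wells; lower ratio means ABCB6 inhibition with less porphyrin fluorescence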
CaV13 ICDI inh: Disruptors of the CACNA1D IQ motif to Ca2+-dependent inactivation inhibitor domain association, primary screening, Förster resonance energy transfer in intact living … | inhibition, % at 12.3 µM | 340,000 tested, 0.098% active | HEK cells, CFP/YFP FRET ICDI-IQ, plate reader, 10 min; percent FRET-ratio fall versus neutral wells | AID 743397;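 active = mean replicate inhibition of at least 30% and at least 1% of replicates passing that level; inconclusive = only one of the two criteria is met; inactive = neither criterion is met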;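 also: 0% = median of the neutral control wells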
MC4R ag barr: agonists of human melanocortin 4 receptor (MC4R) beta-arrestin. AID 540308. P32245. U2OS MC4R beta-arrestin complementation, luminescence; percent of melanotan II response, DMSO zero. activation, % at 8.9 µM. 360,000 tested, 0.98% active;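 active = activation above a per-plate cutoff, the mean activation of sample wells on that plate plus 3 SD, cut at about 8% in these data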
Vif imaging: inhibitors of HIV Vif. HEK293T cells, Vif self-association by quenched fluorescence, imaging, 24 h. inhibition, % at 7.49 µM. 340,000 tested, 0.35% active. AID 602346; in the data active = inhibition above about 50%, passing the limit was not always enough; inconclusive = no clear call, values can overlap the other calls; inactive = below about 31%; also: some results filed as inactive read as strong as hits
PDI turbidity: blocks human protein disulfide isomerase activity. inhibition, % at 10 µM. 350,000 tested, 0.052% active. P07237. PDI insulin aggregation turbidity, A650, 90 min. AID 588391;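 active = mean inhibition across replicates of 30% or more, whatever share of single replicates reach that level; inconclusive = mean inhibition below 30% while every single replicate reaches 30%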;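 also: absorbance from insulin aggregation driven by PDI reduction with DTT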
Target sequence (P07237 whole entry, looked up): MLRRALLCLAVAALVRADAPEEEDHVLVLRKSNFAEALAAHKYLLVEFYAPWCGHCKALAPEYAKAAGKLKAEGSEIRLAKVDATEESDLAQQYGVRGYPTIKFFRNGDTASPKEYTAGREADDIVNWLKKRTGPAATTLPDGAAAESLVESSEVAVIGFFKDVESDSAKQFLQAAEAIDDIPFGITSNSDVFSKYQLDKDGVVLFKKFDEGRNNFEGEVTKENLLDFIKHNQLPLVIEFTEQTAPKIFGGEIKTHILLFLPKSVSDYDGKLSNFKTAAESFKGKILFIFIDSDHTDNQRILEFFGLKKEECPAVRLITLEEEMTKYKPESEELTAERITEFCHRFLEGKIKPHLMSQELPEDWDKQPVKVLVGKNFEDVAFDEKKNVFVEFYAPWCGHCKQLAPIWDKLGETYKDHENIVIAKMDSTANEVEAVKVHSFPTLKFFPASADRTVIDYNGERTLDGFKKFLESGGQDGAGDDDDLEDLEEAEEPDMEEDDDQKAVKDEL
* = called active by the depositor; u = inconclusive; x = no result given.

SMILES	aDG glyco act	N-glyco inh	Cardio protect	HTR2A ag	MC4R antag cAMP	ABCB6 inh 2	CaV13 ICDI inh	MC4R ag barr	Vif imaging	PDI turbidity
O=C(NC1(Cc2ccccc2)CCN(CCCc2ccccc2)C1=O)c1ccccc1 (centres undefined)	1.7	-11	7	-2	-3	88	-9	0.7	-3	0
Cc1ccc(C(=O)c2coc3cc([N+](=O)[O-])c(O)c([N+](=O)[O-])c23)cc1	0.1	2	-11	-3	-7	105	-3	0.0	8	-9
Cc1ccccc1CN1C(=O)/C(=C\c2ccc(C(=O)NCCN3CCOCC3)cc2)Sc2ccccc21	0.6	-5	26	-12	11	94	-5	-1.6	3	-2
Cc1ccc(O)c(CNc2nc3ccccc3n2C)c1	-0.1	-4	-2	-4	1	102	-4	0.9	5	-9
O=C(COc1nsnc1N1CCOCC1)Nc1ccc([N+](=O)[O-])cc1	-0.2	0	2	-3	-1	105	-3	-1.1	7	10
Cc1cc(N2C(=O)C(O)=C(C(=O)c3ccco3)C2c2ccc(Cl)cc2)no1 (centres undefined)	-0.1	1	-2	2	10	96	-8	-3.9	13	1
O=c1[nH]c(CSc2nc3ccccc3o2)nc2c1cnn2-c1ccccc1	-0.1	1	3	2	1	95	-7	5.2	-4	-2
O=C(O)C(=O)/C(=C\c1ccccc1)c1ccc2ccccc2n1	0.1	-7	-1	-2	-5	108	-5	1.3	28	1
CCc1ccc([C@@H]2C[C@H]3[C@@H](CN2S(=O)(=O)c2ccc(C)cc2)C(=O)C[C@@H](c2ccccc2F)N3S(=O)(=O)c2ccc(C)cc2)cc1	-0.1	-7	-1	2	0	91	-6	-0.9	-3	4
O=C(C[C@H]1C/C=C\C[C@@H](Cc2ccc(F)cc2)C(=O)O[C@@H](c2ccccc2)CNC1=O)N[C@@H](CO)Cc1ccccc1	0.0	0	6	0	-2	98	-5	0.1	-4	-3
CCOc1cnc(-c2ccc(Cl)cc2)o1	-0.1	3	-17	5	-5	115	x	-2.3	2	4
COc1ccc(S(=O)(=O)N2CCOCC2)cc1NC(=O)c1ccc2c(c1)OCCO2	-0.1	2	5	0	7	97	-3	-0.7	-1	1
C#Cc1cccc(Nc2nc(NCCOC)nc3ccsc23)c1	2.4	-2	-10	-10	7	93	-5	-1.8	-5	-7
Cn1c(N)nc2nc(CCc3ccccc3)c(=O)[nH]c2c1=O	0.1	1	-1	-4	6	99	-5	-0.3	1	-18
COc1c(O)ccc(/C=C(\C#N)c2nc3ccccc3[nH]2)c1[N+](=O)[O-]	-0.3	2	0	-4	5	100	-13	-1.9	-18	7
CCCN1CCN(C(=O)c2cc(COc3ccc(F)cc3F)on2)CC1	-0.2	0	-5	-7	21	101	-6	-2.1	-11	0
COc1cc(CCC(=O)OCC(=O)Nc2nc(C)c(Cl)cc2Cl)cc(OC)c1OC	-0.3	1	4	5	4	104	-10	1.2	5	16
CCC(CC)C(=O)NCCc1ccc(F)cc1	0.0	0	-2	-3	4	92	-4	1.1	19	-6
COc1ccc(NC(=O)c2ccc3[nH]c(C)c(C)c3c2)c(OC)c1	0.0	0	-6	2	17	98	-3	1.6	0	-3
CCCCNC(=O)NCc1cnn(C)c1C	0.1	-1	-7	-2	19	98	-4	-0.2	x	-4
CC(C)(C)C1CCC2(CC1)NC(=S)N(c1ccccc1)N2 (centres undefined)	0.0	3	-9	1	2	89	-4	-1.0	2	9
CCC1(c2ccccc2)NC(=O)N(CC(=O)N(c2ccccc2)C2CCS(=O)(=O)C2)C1=O (centres undefined)	-0.1	0	6	3	3	94	-6	-1.7	-2	-1
CC1CN(c2cc(=O)n(-c3cccc(Br)c3)c(=O)[nH]2)CC(C)O1 (centres undefined)	-0.2	3	2	-4	3	98	-3	-1.3	2	x
O=S(=O)(O)c1ccc2c(c1)C(C(Cl)(Cl)Cl)OC(C(Cl)(Cl)Cl)O2 (centres undefined)	0.3	0	-1	-4	-1	104	-5	0.0	13	-8
CC1(C(=O)Nc2ccc3c(c2)OCCO3)CCN1C(=O)CC1CCCC1 (centres undefined)	0.1	-3	-7	4	-5	97	-6	-1.6	x	8
CCCc1cc(=O)[nH]c(SCC(=O)Nc2ccc(OCc3ccccc3)cc2)n1	0.3	-1	3	-6	-4	95	-5	-4.7	-3	5
CC(C)[C@H](NC(=O)N1c2ccccc2NC(=O)[C@@H]1C(C)C)C(=O)N1CCC(C(=O)O)CC1	1.6	-1	-4	1	-2	99	x	-2.3	-3	x
C[C@H]1CN([C@@H](C)CO)C(=O)Cc2cc(NS(C)(=O)=O)ccc2O[C@@H]1CN(C)CC1CC1	0.0	0	1	-2	5	94	-5	-0.2	-2	6
CCc1ccccc1N(CC(=O)NC(C)(C)C)C(=O)CCC(=O)Nc1ccccn1	0.1	-1	6	4	2	117	4	-0.6	-3	0
NC(=O)c1ccsc1NC(=O)c1ccc(N2CCCC2=O)cc1	0.2	-16	-22	3	11	100	-7	-0.3	3	1
COc1ccc(S(=O)(=O)N2CC=C(C(=O)Nc3ccc(NC(C)=O)cc3)CC2)cc1	-0.3	-3	-6	-3	22	100	-19	-3.2	5	-3
CCOc1ccc(C(C)NC(=S)NC2CCCCC2)cc1 (centres undefined)	0.8	-6	-6	5	2	101	5	2.0	-3	1
Cc1cc(COc2ccccc2OCc2cc(C)no2)on1	-0.1	-2	7	-7	9	91	-4	-0.8	-8	3
CC(C)N1CN=C(Nc2nc3ccccc3o2)NC1	0.4	4	12	6	4	93	7	-2.0	-6	-5
O=C(CN1C(=O)NC2(CCCC2)C1=O)OCCOc1ccccc1Cl	-0.3	2	-1	-5	-13	106	-6	-1.5	3	-6
Cc1cc(OC(C)C(=O)NCC(O)c2ccccc2)c2c(C)cc(=O)oc2c1 (centres undefined)	0.1	0	0	6	0	95	-16	-1.9	-1	-4
CC(C)(C)n1nc2c(c1NC(=O)C1CC(=O)N(c3ccc(Cl)cc3)C1)CS(=O)(=O)C2 (centres undefined)	-0.2	0	6	-2	10	99	-6	-4.2	7	5
CCCSc1nc2cc(C)c(C)cc2n1CC(C)O (centres undefined)	0.1	3	-7	-1	-11	127	-6	-0.6	-3	1
Cc1ccc(S(=O)(=O)N2CCCC(C(=O)NCCc3ccc(S(N)(=O)=O)cc3)C2)cc1 (centres undefined)	0.1	-1	-2	5	-8	93	-3	1.5	8	5
O=C(Nc1cc(C(F)(F)F)ccc1N1CCOCC1)c1ccccc1	-0.2	1	2	1	6	94	-3	2.1	-1	-4
CCCCn1nnnc1C(c1cc2ccccc2o1)N1CCN(CC(=O)NC(C)C)CC1 (centres undefined)	-0.1	x	x	-5	x	97	-9	x	x	x
COc1ccc(C(=O)N(C)c2c(C)n(C)n(-c3ccccc3)c2=O)cc1OC	-0.2	-1	3	5	1	105	-5	-0.2	3	23
CSCCC1COC(c2cccs2)=N1 (centres undefined)	-0.1	0	13	0	5	97	-7	-0.8	-6	6
COc1cccc(C2CC(c3cccs3)Nc3ncnn32)c1 (centres undefined)	0.1	-2	11	-4	2	102	x	-2.0	5	-7
COc1ccc(OC)c2c(C)cc(NCCN3CCOCC3)nc12	0.0	5	1	-3	5	95	-5	0.0	-4	14
CCCCOc1ccc(C(=O)NCC(=O)NC2CCCCC2)cc1	0.0	-2	-10	0	8	99	-7	-0.7	6	7
Cc1ccc2[nH]c(=O)c(CN(C)C(=O)c3cccs3)cc2c1	0.1	1	1	3	9	99	3	-0.5	-7	4
OCc1nc2ccccc2n1CC(O)Cn1ccc2ccccc21 (centres undefined)	0.9	-3	-16	-4	19	98	x	-0.4	-3	0
CN(C(=O)c1ccccc1OC1CCN(S(C)(=O)=O)CC1)C1CCOC1 (centres undefined)	0.0	-2	3	0	2	97	-6	-2.0	x	-5
CN(C)S(=O)(=O)N(CC(=O)NCCSCc1ccccc1)c1ccccc1	0.3	1	5	-1	12	100	8	1.5	-3	-17
CN(CC(=O)Nc1ccc(F)c(F)c1F)C(=O)/C=C/c1ccc(Cl)cc1	-0.1	1	-4	-3	7	105	-5	-0.8	-6	-14
C[C@@H](C[C@@H](O)[C@H](O)C(C)(C)O)[C@@H]1CC[C@]2(C)C3=CC[C@H]4C(C)(C)C(=O)CC[C@]4(C)[C@H]3CC[C@@]12C	3.0	-6	-27	3	4	101	-5	9.4*	1	-8
CC(OC(=O)CNC(=O)C12CC3CC(CC(C3)C1)C2)C(=O)Nc1ccc(S(N)(=O)=O)cc1 (centres undefined)	-0.3	1	-6	3	4	98	-6	-1.2	7	0
CCN(C[C@H]1N[C@@](Cc2ccccc2)(C(=O)OC)[C@H]2C(=O)N(Cc3ccccc3)C(=O)[C@@H]12)S(=O)(=O)c1ccc(C(F)(F)F)cc1	0.2	-9	-4	-3	38*	92	-10	2.5	-5	2
CC(C)NC(=O)OCc1c(COC(=O)NC(C)C)c([N+](=O)[O-])n2c1CCC2	-0.2	1	2	-6	x	93	-4	x	0	x
CN1CCN(C(=O)CCCOc2cc(=O)n(C)c3ccccc23)CC1	-0.3	8	2	1	2	98	-5	0.4	0	-4
COc1ccc(CN2C(=O)N(c3ccc(OC)cc3)C(=O)C2CC(=O)Nc2ccccc2)cc1 (centres undefined)	0.2	2	14	1	0	u	-5	1.8	17	x
Cc1ccccc1-n1nc(C)c2cc(C(=O)N3CCN(S(=O)(=O)c4ccccc4)CC3)sc21	0.2	0	1	6	8	102	-3	-2.1	-1	4
COc1ccccc1Nc1nc(Cl)nc(Nc2ccccc2OC)n1	-0.2	-3	-12	-1	12	97	-4	-1.3	-2	-9
COc1cccc(CC(=O)Nc2ccc(N3CCOCC3)c(S(=O)(=O)Nc3ccccc3OC)c2)c1	0.0	-1	6	2	4	98	-6	-0.8	0	-3
CN(C)/C=C1\N=C(c2ccccc2)OC1=O	0.1	2	-1	-4	-6	98	1	-2.5	16	2
C=CCn1c(SCC(=O)Nc2cc(C)on2)nnc1-c1ccccc1OC	0.8	0	5	-2	6	90	-7	2.2	-4	-2
C[C@@H]1CN([C@@H](C)CO)C(=O)c2cc(C#CC(C)(C)O)cnc2O[C@@H]1CN(C)C(=O)c1ccccc1F	0.1	0	4	1	14	99	-7	-1.8	x	1

Three compounds already listed, sorted by molar mass, ascending.
SMILES	aDG glyco act	N-glyco inh	Cardio protect	HTR2A ag	MC4R antag cAMP	ABCB6 inh 2	CaV13 ICDI inh	MC4R ag barr	Vif imaging	PDI turbidity
CN(C)S(=O)(=O)N(CC(=O)NCCSCc1ccccc1)c1ccccc1	0.3	1	5	-1	12	100	8	1.5	-3	-17
COc1ccc(CN2C(=O)N(c3ccc(OC)cc3)C(=O)C2CC(=O)Nc2ccccc2)cc1 (centres undefined)	0.2	2	14	1	0	u	-5	1.8	17	x
CCN(C[C@H]1N[C@@](Cc2ccccc2)(C(=O)OC)[C@H]2C(=O)N(Cc3ccccc3)C(=O)[C@@H]12)S(=O)(=O)c1ccc(C(F)(F)F)cc1	0.2	-9	-4	-3	38*	92	-10	2.5	-5	2
